Screens as filed in PubChem BioAssay.
Dicer processing – blocks human Dicer maturation of pre-miR-21; Q9UPY3; z-score at 25 µM; AID 1347074; hit rate 6% among 47,000; cat-ELCCA pre-miR-21 Dicer processing, chemiluminescence; stronger effect = higher value; in the data active = z-score above about 3, passing the limit was not always enough;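 also: plate controls were vehicle for no effect and no enzyme for full effect; higher signal means more uncleaved substrate so more Dicer inhibition; strong numbers were not always called active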
Target sequence (Q9UPY3 whole entry, looked up): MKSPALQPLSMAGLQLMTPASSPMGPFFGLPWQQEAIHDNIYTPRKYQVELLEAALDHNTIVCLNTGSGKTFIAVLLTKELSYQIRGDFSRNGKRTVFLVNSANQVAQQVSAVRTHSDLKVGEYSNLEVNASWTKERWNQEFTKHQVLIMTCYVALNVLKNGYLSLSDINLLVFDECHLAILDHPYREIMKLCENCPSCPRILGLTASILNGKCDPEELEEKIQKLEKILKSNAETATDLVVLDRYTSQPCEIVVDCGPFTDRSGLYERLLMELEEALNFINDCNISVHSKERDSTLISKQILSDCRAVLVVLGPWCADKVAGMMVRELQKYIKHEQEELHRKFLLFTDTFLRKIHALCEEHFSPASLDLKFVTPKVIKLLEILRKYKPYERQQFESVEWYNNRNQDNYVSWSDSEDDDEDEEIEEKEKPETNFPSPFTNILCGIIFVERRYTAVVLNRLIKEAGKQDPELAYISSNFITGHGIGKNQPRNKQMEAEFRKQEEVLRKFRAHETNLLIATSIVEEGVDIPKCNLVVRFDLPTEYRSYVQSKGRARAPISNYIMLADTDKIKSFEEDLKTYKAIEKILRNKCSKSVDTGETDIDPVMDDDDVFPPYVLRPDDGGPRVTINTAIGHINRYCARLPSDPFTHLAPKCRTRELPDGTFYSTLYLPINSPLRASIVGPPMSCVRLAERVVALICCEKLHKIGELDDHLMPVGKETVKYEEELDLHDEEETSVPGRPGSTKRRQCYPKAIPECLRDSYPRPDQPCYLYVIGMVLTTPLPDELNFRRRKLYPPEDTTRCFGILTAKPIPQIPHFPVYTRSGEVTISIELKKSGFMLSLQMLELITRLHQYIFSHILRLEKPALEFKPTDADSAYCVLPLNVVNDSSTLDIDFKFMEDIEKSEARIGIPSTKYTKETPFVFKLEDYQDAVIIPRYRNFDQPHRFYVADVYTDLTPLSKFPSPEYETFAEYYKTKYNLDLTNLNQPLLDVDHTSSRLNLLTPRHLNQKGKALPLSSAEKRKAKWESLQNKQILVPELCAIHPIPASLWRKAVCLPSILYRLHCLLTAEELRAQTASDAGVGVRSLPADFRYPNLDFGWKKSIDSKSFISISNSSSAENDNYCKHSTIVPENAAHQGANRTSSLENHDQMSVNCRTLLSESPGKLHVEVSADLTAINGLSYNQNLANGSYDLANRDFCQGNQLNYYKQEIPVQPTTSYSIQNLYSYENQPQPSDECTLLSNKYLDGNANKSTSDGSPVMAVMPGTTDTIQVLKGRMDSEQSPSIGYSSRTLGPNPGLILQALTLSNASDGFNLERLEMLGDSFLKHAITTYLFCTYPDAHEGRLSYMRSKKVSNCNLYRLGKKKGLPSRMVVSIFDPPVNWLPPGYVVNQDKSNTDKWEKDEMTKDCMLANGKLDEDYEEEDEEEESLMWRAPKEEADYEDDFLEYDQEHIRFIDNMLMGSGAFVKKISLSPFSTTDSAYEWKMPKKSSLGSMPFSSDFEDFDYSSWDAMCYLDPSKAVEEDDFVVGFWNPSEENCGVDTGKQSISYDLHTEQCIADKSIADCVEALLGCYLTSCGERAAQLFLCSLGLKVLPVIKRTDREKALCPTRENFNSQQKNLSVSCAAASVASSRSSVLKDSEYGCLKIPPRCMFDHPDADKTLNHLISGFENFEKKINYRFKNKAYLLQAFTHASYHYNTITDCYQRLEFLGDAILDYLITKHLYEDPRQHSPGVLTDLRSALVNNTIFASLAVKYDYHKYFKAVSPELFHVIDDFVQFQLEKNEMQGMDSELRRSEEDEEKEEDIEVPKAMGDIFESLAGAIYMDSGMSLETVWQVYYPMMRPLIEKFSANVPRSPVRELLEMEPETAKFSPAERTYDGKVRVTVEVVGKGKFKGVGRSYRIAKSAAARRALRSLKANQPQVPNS
Active calls of the source: *. Some of the compounds tested (hit frequency here may not be typical).

SMILES	Dicer processing
COC(=O)c1ccc2c(c1)C1C=CCC1C(c1cccc3ccccc13)N2 (stereo not given)	1.5
CCOC(=O)c1c(N2C(=O)CC3(CCCC3)C2=O)sc(C)c1-c1ccccc1	-0.59
O=C(Nc1ccc(Cl)c(Cl)c1Cl)C(Cl)Cl	-0.32
Cc1[nH]nc2c1C(c1ccc(Cl)cc1)C(C#N)=C(N)O2 (stereo not given)	-2.6
CCOCCOC(=O)C1=C(C)NC2=C(C(=O)CC(C)(C)C2)C1c1cccc(O)c1 (stereo not given)	-2.2
Cc1cccc(NC(=O)c2ccc(Cl)cc2[N+](=O)[O-])n1	1
COC(=O)CSc1n[nH]c(-c2ccc(Cl)cc2)n1	-0.57
Cc1cc(=O)oc2cc(NS(=O)(=O)c3ccc4c(c3)CCO4)ccc12	-1.9
Cc1ccc(O)c(C2=NN3C(C2)c2ccccc2OC3c2ccsc2)c1 (stereo not given)	2.9
CC1CN(C(=O)c2cnn(C)c2[N+](=O)[O-])CC(C)O1 (stereo not given)	-0.3
O=C1CC(N2CCN(c3ccccc3)CC2)C=C1Nc1ccc(Cl)cc1 (stereo not given)	1.9
CCOc1cc(C2c3c(oc4ccccc4c3=O)C(=O)N2Cc2ccccc2)ccc1O (stereo not given)	1.3
Cc1c(-c2ccccc2)oc2c(C(=O)OCCN3CCCCC3)cccc2c1=O	-0.41
CC1=C(C(=O)Nc2cccc(C)n2)C(c2cccc(Br)c2)C2=C(CC(C)(C)CC2=O)N1 (stereo not given)	4.8*
CCc1[nH]nc2c1C(c1ccc(F)cc1)C(C#N)=C(N)O2 (stereo not given)	-1.7
COC(OC)c1ccc(C#N)c(SCc2ccc(C)cc2)n1	-0.78
CC1(C)Cc2nc(N3CCOCC3)c(C#N)cc2CO1	4.2*
CCOc1ccccc1N1C(=O)C2C3c4ccccc4C(C(=O)O)(c4ccccc43)C2C1=O (stereo not given)	1.4
Cc1nnc(SCC(=O)Nc2ncc3c(n2)CC(C)(C)CC3=O)s1	0.74
Cc1ccc(S(=O)(=O)NC(=O)Nc2cc(C(C)(C)C)on2)cc1	1.9
C=CCN1C(=O)C(O)(CC(=O)c2ccco2)c2cc(Br)ccc21 (stereo not given)	2.1
COc1ccc(C(=O)CC2(O)C(=O)N(C(C)C)c3ccccc32)c(OC)c1 (stereo not given)	-0.09
CCCCN1Cc2c(n(CC(=O)c3ccc(C#N)cc3)c3cc(-c4ccccc4)nn3c2=O)C1=O	-1.4
CS(=O)(=O)c1ccc(C(=O)O)s1	0.5
CC(Oc1ccccc1-c1ccccc1)c1n[nH]c(=S)n1-c1ccccc1 (stereo not given)	3.3*

An excerpt of these results, comma-delimited.
canonical_smiles,Dicer processing
Cc1cccc(NC(=O)c2ccc(Cl)cc2[N+](=O)[O-])n1,1
COC(=O)CSc1n[nH]c(-c2ccc(Cl)cc2)n1,-0.57

As a short view, some entries already given.
SMILES	Dicer processing
COC(=O)c1ccc2c(c1)C1C=CCC1C(c1cccc3ccccc13)N2 (stereo not given)	1.5
CCOC(=O)c1c(N2C(=O)CC3(CCCC3)C2=O)sc(C)c1-c1ccccc1	-0.59
O=C(Nc1ccc(Cl)c(Cl)c1Cl)C(Cl)Cl	-0.32
Cc1[nH]nc2c1C(c1ccc(Cl)cc1)C(C#N)=C(N)O2 (stereo not given)	-2.6
CCOCCOC(=O)C1=C(C)NC2=C(C(=O)CC(C)(C)C2)C1c1cccc(O)c1 (stereo not given)	-2.2
Cc1cccc(NC(=O)c2ccc(Cl)cc2[N+](=O)[O-])n1	1
COC(=O)CSc1n[nH]c(-c2ccc(Cl)cc2)n1	-0.57
Cc1cc(=O)oc2cc(NS(=O)(=O)c3ccc4c(c3)CCO4)ccc12	-1.9
Cc1ccc(O)c(C2=NN3C(C2)c2ccccc2OC3c2ccsc2)c1 (stereo not given)	2.9
CC1CN(C(=O)c2cnn(C)c2[N+](=O)[O-])CC(C)O1 (stereo not given)	-0.3
O=C1CC(N2CCN(c3ccccc3)CC2)C=C1Nc1ccc(Cl)cc1 (stereo not given)	1.9
CCOc1cc(C2c3c(oc4ccccc4c3=O)C(=O)N2Cc2ccccc2)ccc1O (stereo not given)	1.3
Cc1c(-c2ccccc2)oc2c(C(=O)OCCN3CCCCC3)cccc2c1=O	-0.41
CC1=C(C(=O)Nc2cccc(C)n2)C(c2cccc(Br)c2)C2=C(CC(C)(C)CC2=O)N1 (stereo not given)	4.8*
CCc1[nH]nc2c1C(c1ccc(F)cc1)C(C#N)=C(N)O2 (stereo not given)	-1.7
COC(OC)c1ccc(C#N)c(SCc2ccc(C)cc2)n1	-0.78

Continuation:
SMILES	Dicer processing
Cc1ccc(NC(=O)NN2CC(=O)N(c3ccc(Cl)cc3)CC2=O)cc1	1.7
COc1ccc(NC2CC(=O)N(c3cccc4ccccc34)C2=O)cc1 (stereo not given)	-0.63
c1ccc2cc(OCc3nc4ccccc4[nH]3)ccc2c1	1.1
Cc1cc(C)n(-c2ccc(N3CC(C)OC(C)C3)nn2)n1 (stereo not given)	1.3
Cc1cc(NC(=O)Nc2ccc(Oc3ncnc4cc(Cl)ccc34)nc2)c(C(F)(F)F)o1	-0.77
CCOC(=O)/C(=N\Nc1cccc(C)c1)c1csc(N)n1	4*
S=c1[nH]nc(Nc2cccc(Cl)c2Cl)s1	0.97
Cc1ccc(C(=O)Nc2cnc3cc(C)ccn3c2=O)cc1	-0.97
CC(C)C(=O)Nc1ncc2c(n1)CC(c1cccs1)CC2=O (stereo not given)	1.6
Nc1nc(C(=O)N2CCOCC2)nn1S(=O)(=O)c1ccc(Cl)cc1	1.6
CC(C)(C)C(=O)n1cc2c(n1)-c1cc(Cl)ccc1SC2	-0.31
O=c1c(Br)c(N2CCCCC2)cnn1-c1ccccc1	-1.5
C=C(C)CC1C(=O)N(C(=O)c2c(Cl)cccc2Cl)N=C1C (stereo not given)	3.4*
O=C(COc1ccc(Br)cc1)Nc1cccc2nsnc12	2
CCOc1nc(C)ccc1-c1noc(-c2ccccc2Cl)n1	0.5
CC(C)(C)OC(=O)NC1(C(=O)O)CC1	0.2
O=C(Nc1nc2c(s1)CCc1ccccc1-2)c1ccco1	1.9
S=c1nc2c(cnn2-c2ccccc2)c(Nc2ccccc2)[nH]1	2.3
Cc1onc(-c2c(Cl)cccc2Cl)c1C(=O)NC(=S)N1CCOCC1	1.4
COC(=O)c1c(NC(=O)COc2cccc(Cl)c2)sc2c1C(C(=O)OC)CC2 (stereo not given)	0.36
Cc1csc2ncnc(N3CCN(C(=S)Nc4ccc(C(F)(F)F)cc4)CC3)c12	-0.8
CC(=O)c1nnn(-c2cc(C(F)(F)F)cc(C(F)(F)F)c2)c1C	1.9
CC(=O)CC1(O)C(=O)Nc2ccc(F)cc21 (stereo not given)	0.82
Cc1nn(-c2ccccc2)c(C)c1-c1nnc(-c2c(C)nn(-c3ccccc3)c2C)o1	0.52
O=C(CSc1n[nH]c(=O)n1C1CC1)c1cc(-c2ccccc2)no1	-1.1

Remaining list, next part.
SMILES	Dicer processing
O=C1CSC(c2cn(-c3ccccc3)nc2-c2cccnc2)N1Cc1ccccc1 (stereo not given)	-1.8
OC(CN1CCN(c2nc3ccc(Cl)cc3s2)CC1)Cn1ccc2ccccc21 (stereo not given)	-0.74
CCCn1c(NCc2cc(Cl)ccc2O)nc2ccccc21	1.7
CCOc1cc(C2C(C(=O)OCC3CCCO3)=C(C)NC3=C2C(=O)CCC3)ccc1O (stereo not given)	0.15
N/C(CC(=O)Nc1ccc(F)c(Cl)c1)=N\O	-0.11
CCCCN(C(=O)NC(=O)Nc1ccc(Cl)cc1)S(C)(=O)=O	-0.52
CCOC(=O)N1CCN(S(=O)(=O)c2ccc3c(c2)OCCO3)CC1	1.4
COC(=O)c1cc(NS(=O)(=O)c2ccc(Br)cc2)cc(C(=O)OC)c1	3.9*
Cc1ccc(C(=O)Nc2ccc3ccccc3n2)cc1	1.2
O=[N+]([O-])c1ccc2c(c1)S(=O)(=O)CC2SCCO (stereo not given)	2
Cc1ccc2nc(Cc3ccc4nc(N)sc4c3)oc2c1	4.7*
S=C(NN=C1CCCCC1)NC1C2CCC1CC2 (stereo not given)	-0.49
O=C1CSc2ccc(C(F)(F)F)cc2N1Cc1c(Cl)cccc1Cl	-0.65
COc1ccc(C2/C(=C(\O)c3ccc(F)cc3)C(=O)C(=O)N2Cc2cccnc2)cc1 (stereo not given)	-2.4
O=C(O)c1cc(=O)c2ccccc2[nH]1	-0.29
O=C(Cn1nc(-c2ccc(Br)cc2)c2ccccc2c1=O)c1ccccc1	-1.1
COC(=O)C(C)Sc1ncnc2c1sc1nc(N3CCOCC3)c3c(c12)CCCC3 (stereo not given)	1.7
O=c1c2ccccc2cnn1-c1cc(Cl)ccc1Cl	-0.54
COC(=O)c1ccccc1NC(=O)CC1NCCNC1=O (stereo not given)	-0.3
C=CCOc1c(Cl)cc(C2C(C#N)=C(N)Oc3cc(O)ccc32)cc1OC (stereo not given)	-0.24
CCOC(=O)N/N=C/c1c(O)ccc2ccccc12	0.86
O=C(O)C1C2CCC(O2)C1C(=O)N1CCN(C(c2ccccc2)c2ccccc2)CC1 (stereo not given)	1.2
CC1=C(C(=O)OCCc2ccccc2)C(c2coc3ccc(C)cc3c2=O)C2=C(CC(C)(C)CC2=O)N1 (stereo not given)	0.47
Cc1nn(-c2ccccc2)nc1C(=O)Nc1ccc(-n2nc(C(F)(F)F)cc2-c2cccs2)cc1	0.67
COc1ccccc1NS(=O)(=O)c1cccc(S(=O)(=O)c2ccc(Br)cc2)c1	2.7

(continued)
SMILES	Dicer processing
CCOC(=O)COc1ccc2c(oc(=O)c3ccccc32)c1C	2.1
CCOCCOC(=O)COc1ccc2c(=O)c(-c3ccc(Cl)cc3)coc2c1	3.5*
O=C1CC(c2cccc(Cl)c2)Cc2nc(N3CCc4ccccc43)ncc21 (stereo not given)	-0.39
COc1ccc(Cl)cc1NC(=O)Nc1ccc(C(F)(F)F)cn1	-1.6
O=C1CC(c2ccccc2)CC2=C1C(c1cccc(O)c1)Nc1ccccc1N2 (stereo not given)	0.93
COc1cccc(C2C(C(=O)OC3CCCCC3)=C(C)NC3=C2C(=O)CCC3)c1OC (stereo not given)	1.5
O=C(c1nnc(-c2ccccc2)o1)N1CCN(c2ccc(C(F)(F)F)cn2)CC1	1.4
N#CC1(C(=O)O)CN(CCc2ccc(Cl)cc2)CN(CCc2ccc(Cl)cc2)C1	0.78
Cc1ccc(OC(C)CC(=O)O)c([N+](=O)[O-])c1 (stereo not given)	3.1*
NCCCCC(=O)O	1.2
O=C(CSc1nnc(SCC2CC2)s1)N1CCC(C(F)(F)F)CC1	-0.52
CCOC(=O)Sc1nc(-c2cccc([N+](=O)[O-])c2)cn1C(=O)OCC	-1.1
CCOc1ccc(C2c3c(oc4cc(C)c(C)cc4c3=O)C(=O)N2c2ccccn2)cc1 (stereo not given)	2.4
CCOC(=O)c1c(C)oc2ccc(OCC)cc12	1
CCOC(=O)c1c(NC(=O)CC)sc2c1CCC(Sc1ccccc1)C2=O (stereo not given)	6.1
O=C(CN(Cc1ccccc1)Cc1ccccc1)N1c2ccccc2Sc2ccccc21	1.4
CCOC(=O)c1c(C)oc(-c2ccc(C)cc2)c1S(=O)(=O)Nc1cccc(C(F)(F)F)c1	0.35
Clc1ccccc1OCc1nc(-c2ccccc2)no1	0.77
COc1cccc2sc(/N=C/N(C)C)nc12	0.98
COc1cc(C)nc2nc(SC)nn12	-0.31
O=C(O)C1=C(Sc2ccc(Cl)cc2)CSC1	0.65
CC1=NN(C)C(=O)/C1=N\OC(=O)c1ccc(Cl)cc1	-3.6
O=C(NC(=S)NNc1ncc(C(F)(F)F)cc1Cl)c1ccc(Cl)cc1	2.1
NC(N)=NCC1COC2(CCCCC2)O1 (stereo not given)	0.02
Brc1ccc2ncnc(-c3ccccc3)c2c1	-0.41

Next section:
SMILES	Dicer processing
C#CC1(NS(=O)(=O)c2ccc(SCC(=O)OCC)c([N+](=O)[O-])c2)CCCCC1	-0.39
O=c1oc(-c2cccs2)nc2sc3c(c12)CCC3	-0.04
Cc1oc2c(CN3CCN(C)CC3)c(O)ccc2c(=O)c1-c1ccc(Br)cc1	1.9
COC(=O)c1c(C)n(S(C)(=O)=O)c2ccc(N(C(=O)c3ccco3)S(C)(=O)=O)cc12	-0.07
CC[C@H]1OC(=O)[C@H](C)[C@@H](O[C@H]2C[C@@](C)(OC)[C@@H](O)[C@H](C)O2)[C@H](C)[C@@H](O[C@@H]2O[C@H](C)C[C@H](N(C)C)[C@H]2O)[C@](C)(OC)C[C@@H](C)C(=O)[C@H](C)[C@@H](O)[C@]1(C)O	0.33
CN1CCN(C(=O)CN2C(=O)COc3ccc(Cl)cc32)CC1	0.04
N#CC1=C2N=C(N)c3ccccc3N2C2=C(C(=O)CCC2)C1c1ccc2c(c1)OCO2 (stereo not given)	2.4
CCOC(=O)c1cnn(-c2ccccc2)c1NC(=O)CSc1nnc(-c2ccncc2)o1	-0.36
COC(=O)c1c(NC(=O)c2nc3ncccn3n2)sc(C(=O)N(C)C)c1C	1.4
COc1ccc(C2CC(=O)C3=C(C2)NC(C)=C(C#N)C3c2ccc(OC(C)=O)c(OC)c2)cc1 (stereo not given)	0.74
O=[N+]([O-])c1cc(-c2cnc3ccccc3n2)ccc1Sc1ccc(Cl)cc1	-0.9
O=c1c(Cl)c(N2CCN(c3ccc(C(F)(F)F)cn3)CC2)cnn1-c1c(Cl)cc(C(F)(F)F)cc1Cl	-1.5
Cc1ccc(S(=O)(=O)Nc2cc(Cl)c(O)cc2C)cc1	4.3*
Cc1c(Br)sc(Br)c1-c1ccccc1	-0.65
CCOC(=O)c1c(C)n(CCOc2ccc(F)cc2)c2ccc(O)cc12	4.8*
NC(=S)Nc1ccccc1C(F)(F)F	-0.1
Cc1cc(S(=O)(=O)N2CCc3ccccc3C2)ccc1F	2.4
CC(C)CC(=O)N1CCN(CC2CC=CCC2)CC1 (stereo not given)	1.6
COc1cc(NC(=O)N2c3ccccc3Sc3ccccc32)c(C(=O)O)cc1OC	2.8
FC(F)(F)c1[nH]ncc1-c1nnnn1-c1ccc(Cl)cc1	4.8*
CCOc1cc(CNc2ccc(O)cc2)cc(Cl)c1OCc1cccs1	-0.4
COc1ccc(-n2sc3c(c2=S)-c2ccccc2NC3(C)C)cc1OC	2
O=C(O)c1cc([N+](=O)[O-])ccc1Sc1ccc([N+](=O)[O-])cc1C(=O)O	-0.05
COc1ccc(-c2nc(SCc3ccccc3)n[nH]2)cc1	-2.3
